HDAC3 inh – inhibitors of human histone deacetylase 3. inhibition, % at 8.3 µM. 320,000 tested, 0.15% active. recombinant HDAC3, fluorogenic peptide/trypsin coupled, fluorescence; in the data active = inhibition above about 26%, passing the limit was not always enough
RGS4 inh – human RGS4 inhibition; AID 463165; HEK293 M3R/RGS4 inducible, Fluo-4 calcium flux; active compounds read high; triggered by carbachol at its EC20; P49798; 310,000 tested, 0.45% active; B-score at 10 µM;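 active = B-score, a plate-corrected calcium signal, over three deviations above library mean, with baseline fluorescence within five deviations of library mean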;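 note: RGS4 expression induced by doxycycline in cells with stable M3 receptor; B-score is computed from the integrated fluorescence ratio over baseline after carbachol; higher B-score means a larger calcium signal and so more RGS4 inhibition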
RGS4 pot – potentiators or activators of RGS4; 310,000 tested, 0.92% active; HEK293 M3R/inducible RGS4, carbachol calcium flux Fluo4; active compounds read low; B-score at 10 µM;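 active = B-score of the integrated calcium signal more than 4 SD below the library mean, with starting fluorescence not abnormally high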;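 note: negative B-score means reduced calcium response which marks RGS4 activation or potentiation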
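System – HEK293 FlpIn-TREx cells, stable M3R, doxycycline-inducible RGS4 · Reagent – ECmax carbachol challenge · Times – compound preincubation 20 min at room temperature before agonist · Technique – Fluo4 fluorescence kinetic imaging of calcium · Measure – B score of integrated Fluo4 ratio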
TRPC6 activator – activators of mouse TRPC6 channel; HEK293-TRPC6 membrane potential dye fluorescence; active compounds read high; AID 2550; 310,000 tested, 0.13% active; B-score at 10 µM; Q61143;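 active = B-score of the integrated fluorescence ratio above library mean plus 3 SD, and starting fluorescence ratio within library mean plus 5 SD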;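 note: higher score means more depolarization so channel activation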
MrgX1 agonist – human MrgX1 receptor agonism, primary screen; Q96LB2; MrgX1-HEK293 cells, Fluo-4 calcium fluorescence, agonist mode; active compounds read high; B-score at 10 µM; 310,000 tested, 0.44% active;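 active = calcium response B-score plate-corrected fluorescence ratio at least 3 library SD, with starting fluorescence B-score inside 5 SD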
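Test system: Stable human MrgX1 HEK293 cell line | Schedule: Overnight plating before 1 h dye loading | Read-out basis: Baseline-normalised fluorescence change ratio, B-scored | Detection: Kinetic calcium dye fluorescence, Fluo-4 NW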
ANO1 activ – mouse TMEM16A channel activation, primary screen; Q8BHY3; HEK293 TMEM16A/YFP-H148Q/I152L, iodide quench fluorescence; active compounds read low; B-score at 10 µM; 340,000 tested, 0.3% active; AID 623877;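 active = fluorescence-ratio B-score plate-corrected deviation score at least 3 library SD below zero, with starting fluorescence score within 5 deviations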;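 note: channel opened by trigger with iodide after compound preincubation; score built on the fluorescence ratio of max minus min over baseline; more negative score means more quench and so TMEM16A activation or potentiation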
Target sequence (Q8BHY3 whole entry, looked up): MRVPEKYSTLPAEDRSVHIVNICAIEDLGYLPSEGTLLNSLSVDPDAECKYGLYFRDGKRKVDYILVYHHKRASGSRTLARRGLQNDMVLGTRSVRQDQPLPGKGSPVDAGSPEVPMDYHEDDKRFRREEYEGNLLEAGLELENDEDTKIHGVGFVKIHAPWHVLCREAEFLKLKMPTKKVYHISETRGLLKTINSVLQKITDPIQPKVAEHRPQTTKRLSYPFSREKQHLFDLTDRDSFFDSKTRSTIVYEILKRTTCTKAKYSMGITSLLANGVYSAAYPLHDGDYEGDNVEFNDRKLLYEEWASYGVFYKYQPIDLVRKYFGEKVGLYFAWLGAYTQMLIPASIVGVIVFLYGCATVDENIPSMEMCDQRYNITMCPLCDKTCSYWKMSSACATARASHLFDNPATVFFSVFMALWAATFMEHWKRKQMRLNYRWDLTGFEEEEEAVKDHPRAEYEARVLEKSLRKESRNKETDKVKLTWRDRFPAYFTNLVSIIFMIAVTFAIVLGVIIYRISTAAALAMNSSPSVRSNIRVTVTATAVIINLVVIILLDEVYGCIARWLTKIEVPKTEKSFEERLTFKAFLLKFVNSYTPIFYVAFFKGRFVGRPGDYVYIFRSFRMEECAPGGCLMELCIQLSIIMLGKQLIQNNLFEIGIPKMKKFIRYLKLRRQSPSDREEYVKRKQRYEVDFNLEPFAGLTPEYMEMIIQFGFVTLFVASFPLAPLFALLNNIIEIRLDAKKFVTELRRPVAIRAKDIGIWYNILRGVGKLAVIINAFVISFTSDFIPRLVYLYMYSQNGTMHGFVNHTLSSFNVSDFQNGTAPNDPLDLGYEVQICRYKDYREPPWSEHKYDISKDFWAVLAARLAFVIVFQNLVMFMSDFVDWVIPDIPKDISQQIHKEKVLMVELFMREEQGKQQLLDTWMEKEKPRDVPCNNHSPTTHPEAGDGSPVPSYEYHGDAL
TMEM16A inh – inhibitors of mouse TMEM16A calcium-activated chloride channel; HEK293 TMEM16A/YFP iodide influx fluorescence, ionomycin; normalized B-score (activity score, 25-100; higher = stronger inhibition) at 10 µM; 310,000 tested, 1.2% active; AID 588511;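 active = ratio plate-corrected score three or more library SD toward inhibition, starting fluorescence score within five deviations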;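 note: score derived from kinetic fluorescence span divided by baseline fluorescence per well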
TRPC6 inh – inhibitors of mouse TRPC6 channel; Q61143; HEK293-TRPC6, membrane potential dye, ACh-evoked depolarization; active compounds read low; B-score at 10 µM; 310,000 tested, 1.1% active; AID 2553;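 active = B-score under library mean minus 3 SD, initial fluorescence not abnormally high, positive integrated signal ratio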;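 note: B-score derived from integrated fluorescence ratio over the kinetic read; more negative B-score means stronger inhibition of depolarization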
MrgX1 antagonist – antagonists of human MrgX1 receptor; Q96LB2; MRGX1-HEK293 calcium flux, Fluo-4, BAM8-22 antagonism; active compounds read low; B-score at 10 µM; 310,000 tested, 1.3% active; AID 588676;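 active = calcium-response B-score plate-corrected more than 3 library SD below zero, starting fluorescence within 5 deviations, no agonist response on first addition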;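 note: peak minus trough fluorescence over baseline after final BAM8-22 challenge near maximal dose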
MrgX1 allo act – allosterically activates human MrgX1 receptor signaling | Q96LB2 | MrgX1-HEK293, Fluo-4 calcium flux, FDSS; active compounds read high | B-score at 10 µM | 310,000 tested, 0.63% active | AID 588675;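 active = plate-corrected calcium response at least 3 library SD above typical, normal starting fluorescence, not activating the receptor alone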;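 note: compound read alongside a low EC10 to EC30 dose of BAM8-22 agonist; peak minus trough fluorescence over baseline measured at the second addition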
SKKanGAS inh – blocks kanamycin growth of S. pyogenes SKKanGAS strain; BacTiter-Glo, 6 h; inhibition, % at 7.5 µM; 300,000 tested, 1.3% active;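 active = mean replicate score, as percent of positive control median, at least 50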;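 note: strain carries kanamycin resistance gene driven by streptokinase promoter and grows in 40 µg/ml kanamycin; loss of luminescence reflects streptokinase promoter inhibition or plain growth inhibition; 0% = median of DMSO wells and 100% = positive control at its reference dose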
* = called active by the depositor; i = inactive; . = not tested or not shown.

Each structure is followed by: HDAC3 inh	RGS4 inh	RGS4 pot	TRPC6 activator	MrgX1 agonist	ANO1 activ	TMEM16A inh	TRPC6 inh	MrgX1 antagonist	MrgX1 allo act	SKKanGAS inh
1. O=S(=O)(/N=C(/Nc1ccccn1)c1ccccc1)c1ccc(F)cc1
→ -2	i	i	i	i	i	i	i	i	i	5
2. CC1CCN(S(=O)(=O)c2ccc3c(c2)oc(=O)n3CC(=O)NCc2ccc3c(c2)OCO3)CC1
→ 4	i	i	i	i	i	i	i	i	i	-3
3. CCOc1ccccc1N1CCN(S(=O)(=O)c2ccc3c4c(cccc24)C(=O)N3)CC1
→ 10	i	i	i	i	i	i	i	i	i	24
4. COc1cc(CNC(=O)CCC(=O)N2C[C@H]3C[C@H](C2)c2cccc(=O)n2C3)cc(OC)c1OC
→ 4	i	i	i	i	i	i	i	i	i	1
5. C(=C\c1cc(/C=C/c2ccccc2)ncn1)/c1ccccc1
→ -6	i	i	i	i	i	i	i	i	i	4
6. COc1ccc(Nc2nc(NN)nc(Nc3ccc(OC)cc3)n2)cc1
→ 2	i	i	i	i	i	i	i	i	i	50*
7. Cc1ncc(S(=O)(=O)c2ccc(Cl)cc2)c(-c2ccccc2)n1
→ -3	i	i	i	i	i	i	i	i	i	0
8. CCC(COC(C)=O)Nc1nc2c([nH]1)c(=O)n(C)c(=O)n2C (centres undefined)
→ -9	i	i	i	i	i	i	i	i	i	0
9. Cc1ccc(C)c2c3c([nH]c12)-c1nonc1CC3
→ 7	i	i	i	i	i	i	i	i	i	0
10. O=C(CSc1nnc(-c2ccccc2F)n1CCc1ccccc1)Nc1ccc2[nH]c(=O)[nH]c2c1
→ 0	i	i	i	i	i	i	i	i	i	-12
11. CCOc1ccc(N2C(=O)Nc3ccccc3C2(O)C(=O)NCc2ccc(C)cc2)cc1 (centres undefined)
→ -2	i	i	i	i	i	i	i	i	i	-15
12. Cc1ccc(NC(=O)Cn2cccc2)cc1
→ 0	i	i	i	i	i	i	i	i	i	-5
13. O=C(CCCc1nc(-c2ccccc2)no1)NC1CCCCC1
→ -4	i	i	i	i	i	i	i	i	i	-5
14. Cc1ccn2c(C(=O)N/N=C\c3ccccc3[N+](=O)[O-])c(C)nc2c1
→ 3	i	i	i	i	i	i	i	i	i	-1
15. Cc1c(CC(=O)O)c(=O)oc2cc3c(cc12)CCC(C)(C)O3
→ -70	i	i	i	i	i	i	i	i	i	-2
16. CCN1CCN(c2cc(C)c3cc(NC(=O)c4cccc(OC)c4)ccc3n2)CC1
→ 4	i	i	i	i	i	i	i	i	i	4
17. COCC(=O)Nc1ncc(S(=O)(=O)c2ccc([N+](=O)[O-])cc2)s1
→ 7	i	i	i	i	i	i	i	i	i	1
18. N=C(N=C(N)N)N1CCc2ccccc21
→ -3	i	i	i	i	i	i	i	i	i	5
19. O=c1c2cc(Br)ccc2nc(-c2ccccc2)n1O
→ -4	i	i	i	i	i	i	i	i	i	33
20. O=C(Cn1c2c(sc1=O)C1c3ccccc3OCC1CS2)Nc1ccc(Cl)cc1 (centres undefined)
→ 2	i	i	i	i	i	i	i	i	i	45

Further compounds.
Each structure is followed by: HDAC3 inh	RGS4 inh	RGS4 pot	TRPC6 activator	MrgX1 agonist	ANO1 activ	TMEM16A inh	TRPC6 inh	MrgX1 antagonist	MrgX1 allo act	SKKanGAS inh
21. COc1cc2c(=O)c(-c3ccc(O)cc3)coc2cc1OC1OC(CO)C(O)C(O)C1O (centres undefined)
→ 0	i	i	i	i	i	i	i	i	i	-2
22. Cc1ccc(/C=C/C(=O)N2CCN(S(=O)(=O)/C=C/c3ccccc3)CC2)o1
→ 7	i	i	i	i	i	i	i	i	i	0
23. CCOC(=O)c1nn(-c2ccc(OCC)cc2)c2nc(CC(C)C)c(C#N)c(=O)n12
→ -22	i	i	i	i	i	i	i	i	i	-11
24. COc1ccc(OCC(=O)NS(=O)(=O)c2ccc(Cl)cc2)cc1
→ 0	i	i	i	i	i	i	i	i	i	2
25. COc1ccccc1NC(=O)C/C(C)=N/NC(=O)COc1c(Br)cc(Br)cc1OC
→ 11	i	i	i	i	i	i	i	i	i	1
26. Cc1ccc(-c2cc(-c3ccccc3Cl)[nH]n2)c(O)c1
→ 18	i	i	i	i	i	i	i	i	i	110*
27. CCCN1C2CCCC1CC(NC(=O)NC1CCCCC1)C2 (centres undefined)
→ -4	i	i	i	i	i	i	i	i	i	3
28. CCOc1ccc(Cl)cc1C(c1c(C)[nH][nH]c1=O)c1c(C)[nH][nH]c1=O
→ -3	i	i	i	i	i	i	i	i	i	0
29. CC(C)c1ccc(C2NC(C(=O)O)CS2)cc1 (centres undefined)
→ 1	i	i	i	i	i	i	i	i	i	-1
30. Cc1ccccc1CNCc1cccnc1
→ 4	i	i	i	i	i	i	i	i	i	3
31. O=C(NC1CCC(O)CC1)c1ccccc1OCc1ccc(F)cc1 (centres undefined)
→ -1	i	i	i	i	i	i	i	i	i	28
32. CC1CCN(S(=O)(=O)c2ccc(NC(=O)CSc3nnnn3C)cc2)CC1
→ -6	i	i	i	i	i	i	i	i	i	-1
33. Cc1ncoc1C(=O)Nc1ccccc1C(N)=O
→ -3	i	i	i	i	i	i	i	i	i	-11
34. CC(C)N(C(=O)CN1C(=O)NC2(CCCCCC2)C1=O)C(C)C
→ 6	i	i	i	i	i	i	i	i	i	2
35. CSc1ccc(CNC(C)(C)CO)cc1
→ 5	i	i	i	i	i	i	i	i	i	-5
36. CC(C)(C)C(=O)Nc1c2c(nn1-c1ccccc1)CSC2
→ 3	i	i	i	i	i	i	i	i	i	-1
37. CCOC(=O)c1cnc2ccc(OCC)cc2c1NCc1cccnc1
→ .	i	i	i	i	i	i	i	i	i	-5
38. O=S(=O)(c1ccccc1Br)N1CCN(c2ncccn2)CC1
→ 4	i	i	i	i	i	i	i	i	6.7*	8
39. Nc1nc(NCc2ccco2)nc(N2CCN(Cc3ccccc3)CC2)c1[N+](=O)[O-]
→ -6	i	i	i	i	i	i	i	i	i	3
40. COc1ccccc1NC(=O)C1CCCN(C(=O)NCc2ccccc2)C1 (centres undefined)
→ -3	i	i	i	i	i	i	i	i	i	18

Additional compounds follow:
Each structure is followed by: HDAC3 inh	RGS4 inh	RGS4 pot	TRPC6 activator	MrgX1 agonist	ANO1 activ	TMEM16A inh	TRPC6 inh	MrgX1 antagonist	MrgX1 allo act	SKKanGAS inh
41. CC1CCN(CCCNC(=O)C2CCC(CNS(=O)(=O)c3cccc4nsnc34)CC2)CC1 (centres undefined)
→ .	i	i	i	i	i	i	i	i	i	1
42. Cc1ccc(-c2ccc(C(=O)Nc3cccc(F)c3)o2)c2ccccc12
→ -3	i	i	i	i	i	i	i	i	i	12
43. Cc1ccc(/C=N\NC(=O)Cc2noc3ccccc23)cc1
→ -4	i	i	i	i	i	i	i	i	i	12
44. CC(C)(C)C(=O)C(Cc1ccccc1Cl)n1cncn1 (centres undefined)
→ -3	i	i	i	i	i	i	i	i	i	10
45. COc1ccc(C(=O)N2CCN(C3CCC(c4ccccc4)CC3)CC2)cc1OC (centres undefined)
→ 2	i	i	i	i	i	i	i	i	i	2
46. CN(C)c1ccc(C2N3CC4(C)CN2CC(C)(C3)C4O)cc1 (centres undefined)
→ .	i	i	i	i	i	i	i	i	i	-1
47. c1ccc2sc(Cc3nnc4n3CCCCC4)nc2c1
→ 0	i	i	i	i	i	i	i	i	i	-5
48. COC(C/C=C\[C@@H](O)COCc1ccccc1)OC
→ .	i	i	i	.	i	.	i	.	.	-1
49. COCc1nnc(NC(=O)CC(C)C)s1
→ 2	i	i	i	i	i	i	i	i	i	4
50. C=CCc1cccc2cc(C(=O)Nc3ccc(S(=O)(=O)Nc4nnc(CC)s4)cc3)c(=O)oc12
→ 1	i	i	i	i	i	i	i	i	i	36
51. NS(=O)(=O)c1ccc(CCNC(=O)c2ccc(Br)s2)cc1
→ 1	i	i	i	i	i	i	i	i	i	2
52. CC(C)(C)c1ccc(OCC(O)CN2CCCC2)cc1 (centres undefined)
→ 2	i	i	i	i	i	i	i	i	i	-14
53. CCCNC(=O)c1ccccc1C(=O)NCCC
→ -2	i	i	i	i	i	i	i	i	i	1
54. Cc1cc(NC(=O)/C=C/c2ccc(Cl)cc2)no1
→ -1	i	i	i	i	i	i	i	i	i	-2
55. CCCc1cc(C(=O)Nc2cc(C)ccc2O)no1
→ 0	i	i	i	i	i	i	i	i	i	5
56. NC(=O)c1ccc(Oc2ccc(Cl)cc2)c([N+](=O)[O-])c1
→ -4	i	i	i	i	i	i	i	i	i	-4
57. Cc1ccccc1NC(=O)CCNS(=O)(=O)c1ccc2[nH]c(=O)oc2c1
→ -3	i	i	i	i	i	i	i	i	i	-5
58. O=C(NC(=S)N1CCN(CCO)CC1)C12CC3CC(CC(C3)C1)C2
→ 2	i	i	i	i	i	i	i	i	i	-5
59. CCCCc1nc2cc(C(=O)N3CCCCC3CC(=O)OCC)ccc2o1 (centres undefined)
→ 0	i	i	i	i	i	i	i	i	i	.
60. COc1ccc(/C=N/NC(=O)CCc2n[nH]c(=O)[nH]c2=O)cc1O
→ 5	i	i	i	i	i	i	i	i	i	2

The results go on:
Each structure is followed by: HDAC3 inh	RGS4 inh	RGS4 pot	TRPC6 activator	MrgX1 agonist	ANO1 activ	TMEM16A inh	TRPC6 inh	MrgX1 antagonist	MrgX1 allo act	SKKanGAS inh
61. CCCn1c(SC(C)C(=O)NCC2CCCO2)nc2cc(Cl)ccc2c1=O (centres undefined)
→ -1	i	i	i	i	i	i	i	i	i	12
62. Cc1ccc(CCNC(=O)C2CCN(S(=O)(=O)c3ccc4c(c3)oc(=O)n4C)CC2)cc1
→ -8	i	i	i	i	i	i	i	i	i	-5
63. CC(NC(=O)COC(=O)c1ccc([N+](=O)[O-])s1)c1ccccc1 (centres undefined)
→ 2	i	i	i	i	i	i	i	i	i	4
64. COc1ccc2c(c1)c(C(=O)O)c(C)n2CCc1ccc(OC)c(OC)c1
→ -2	i	i	i	i	i	i	i	i	i	8
65. COC(=O)c1[nH]c2cc(OC)ccc2c1NC(=O)CCN1CCCC(C)(C)C1
→ 2	i	i	i	i	i	i	i	i	i	-8
66. O=C(/C=C/c1ccc(F)cc1)NCC1(c2ccccc2)CCOCC1
→ -7	i	i	i	i	i	i	i	i	i	-7
67. CS(=O)(=O)c1ccc(C(=O)Nc2ccc(N3CCOCC3)cc2)c(Cl)c1
→ 0	i	i	i	i	i	i	i	i	i	7
68. COc1ccc(Nc2nc(N)nc(CSc3n[nH]c(-c4ccccc4)n3)n2)cc1
→ 9	i	i	i	i	i	i	i	i	i	-4
